# S1P4 antagonist – human S1P4 receptor antagonism. O95977. S1P4-expressing cells, antagonist mode, reporter read-out. inhibition, % at 4.98 µM. 220,000 tested, 0.26% active; in the data active means inhibition above about 29%;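 further: 0% = wells stimulated with agonist and 100% = vehicle wells without agonist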
# eIF4E-4G inh – eIF4E/eIF4G interaction inhibition in translation initiation | 220,000 tested, 0.37% active | inhibition, % at 21.7 µM | TR-FRET eIF4E-eIF4GI(517-606) binding, 2 h;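 active means inhibition above about 30%, limit read from the data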;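 further: 0% = full FRET control wells and 100% = background wells lacking eIF4GI fragment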
# S1P4 ag – agonists of human S1P4 receptor; S1P4-expressing cell line, agonist reporter assay; activation, % at 4.98 µM; 220,000 tested, 0.35% active; AID 1509; in the data active means activation above about 11%;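 further: 0% = DMSO vehicle and 100% = reference agonist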
# NPY2 pot ag – potentiators or agonists of human neuropeptide Y receptor Y2. activation, % at 3.6 µM. cells expressing NPY-Y2, potentiator/agonist read-out. AID 1359. 220,000 tested, 0.45% active; in the data active means activation above about 27%;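 further: cells stimulated with NPY near EC25 plus isoproterenol at EC100; 0% = vehicle plus submaximal agonist and 100% = vehicle plus saturating agonist; some results beyond the cut were filed as inactive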
# EP2 mod – modulates human prostaglandin E2 receptor EP2 signaling | P43116 | EP2-expressing cells, cAMP HTRF FRET, PGE2 co-stimulation | induction, % at 25 µM | 260,000 tested, 0.83% active | AID 940;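 active means compounds whose cAMP rise, as percent of the full-agonist control response, exceeds 60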;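 further: rat C6 glioma line stably carrying human EP2 under a CMV promoter; the protocol text gives 20 µM as final concentration; 100% = response of wells given 1 µM PGE2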
# NPY1 pot ag – potentiates or activates human NPY-Y1 receptor | activation, % at 3.6 µM | AID 1304 | NPY-Y1 expressing cells, potentiator/agonist activation | 220,000 tested, 0.37% active; in the data active means activation above about 33%, passing the limit was not always enough;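 further: cells stimulated with NPY at EC10 then isoproterenol at EC100; 0% = low agonist plus stimulus and 100% = saturating agonist plus stimulus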
# p97 inhibitor – human p97 ATPase inhibition; AID 1481; inhibition, % at 8 µM; recombinant p97 ATPase, Kinase-Glo ATP luminescence, 3 h; 220,000 tested, 0.42% active; P55072; in the data active means inhibition above about 15%;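 further: 0% = DMSO vehicle and 100% = wells lacking enzyme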
# Target sequence (P55072 whole entry, looked up): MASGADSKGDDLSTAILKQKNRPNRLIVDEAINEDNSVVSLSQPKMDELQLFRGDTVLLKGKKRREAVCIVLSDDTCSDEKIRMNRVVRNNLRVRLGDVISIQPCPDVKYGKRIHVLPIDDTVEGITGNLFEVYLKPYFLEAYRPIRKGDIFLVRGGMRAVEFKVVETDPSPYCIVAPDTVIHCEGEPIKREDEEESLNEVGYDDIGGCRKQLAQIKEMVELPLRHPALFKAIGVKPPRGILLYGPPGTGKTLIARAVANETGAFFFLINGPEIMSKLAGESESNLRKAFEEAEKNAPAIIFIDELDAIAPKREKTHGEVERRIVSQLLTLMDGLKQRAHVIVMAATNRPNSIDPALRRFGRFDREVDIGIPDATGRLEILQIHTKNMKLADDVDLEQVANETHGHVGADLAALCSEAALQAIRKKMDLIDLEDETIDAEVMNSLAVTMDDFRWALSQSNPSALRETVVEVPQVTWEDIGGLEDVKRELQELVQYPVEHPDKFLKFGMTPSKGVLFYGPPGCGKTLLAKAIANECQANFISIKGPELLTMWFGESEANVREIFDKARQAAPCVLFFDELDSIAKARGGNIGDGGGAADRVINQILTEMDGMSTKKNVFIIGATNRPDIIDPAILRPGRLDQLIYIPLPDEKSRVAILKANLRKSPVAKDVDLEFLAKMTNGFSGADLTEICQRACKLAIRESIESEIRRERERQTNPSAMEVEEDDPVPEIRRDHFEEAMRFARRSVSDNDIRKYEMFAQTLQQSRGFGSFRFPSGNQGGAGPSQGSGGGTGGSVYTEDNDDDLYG
# NPY-Y1 antag – blocks the human neuropeptide Y Y1 receptor; P25929; HEK293-CNG Y1 cells, membrane potential fluorescence; NPY at EC95, then isoproterenol; inhibition, % at 3.6 µM; 200,000 tested, 1% active;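 active means inhibition above the campaign mean inhibition of all tested compounds plus 3 SD, cut at about 20% in these data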;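 further: 0% = DMSO wells given NPY plus isoproterenol and 100% = isoproterenol alone without NPY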
#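 Assay system: HEK293 Y1/CNG channel cell line; Doses: single compound dose of 3.6 µM, 0.4% DMSO; Timing: dye 3 h, compound 60 min room temperature, stimulation 45 min; Technique: Membrane-potential fluorescent dye readout; Measure: % inhibition of NPY effect.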
# EP2 antag – blocks the human prostaglandin E2 receptor EP2 | P43116 | C6 glioma cells expressing human EP2, cAMP TR-FRET; cells stimulated with saturating PGE2 | inhibition, % at 25 µM | 260,000 tested, 0.52% active;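 active means percent inhibition above 40 after rounding to a whole number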;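 further: rat C6 glioma host cells with rolipram phosphodiesterase inhibitor present; the protocol text gives 20 µM as final concentration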
# Starred values were filed as active, the others as inactive; nt = not tested or not shown; & = joins results of further samples; [ ] = remark or other dose. The list is partial. The share of hits here may be higher or lower than overall.
SMILES,S1P4 antagonist,eIF4E-4G inh,S1P4 ag,NPY2 pot ag,EP2 mod,NPY1 pot ag,p97 inhibitor,NPY-Y1 antag,EP2 antag
O=C(c1ccc(F)cc1)N1CCCCC(S(=O)(=O)c2ccccc2)C1=O (stereo unspecified),-1,-6,0.4,-7,-10,1,7,0,2
N/C(=N\OC(=O)c1ccc([N+](=O)[O-])cc1)c1cccnc1,-12,4,0.9,16,-7,7,2,0,5
COc1cccc(-c2nc(CS(=O)(=O)CC(=O)NCCCOC(C)C)c(C)o2)c1,-20,-5,0.6,5,-3,-13,1,-5,9
Cc1cc(C)c(OCC(=O)N(Cc2ccc(N(C)C)cc2)C2CCS(=O)(=O)C2)c(C)c1 (stereo unspecified),-1,5,2.8,10,13,-2,7,nt,11
COc1ccc(CNC(=O)CSc2n[nH]c(C)c2[N+](=O)[O-])cc1,-17,2,1.6,-3,-18,-1,6,-2,7
O=C(CCSc1nc2ccccc2s1)N/N=C/c1c(O)ccc2ccccc12,-5,3[fluorescence artefact?],-0.9,5,-87,-11,3,-2,17
CC(=O)c1cccc(NC(=O)N2C3CCC2CC(NC(=O)C2CC2)C3)c1 (stereo unspecified),3,3,-2.3,-6,2&-11,3,-7,-3,4&8
CCOC(=O)c1nn(C)c(C)c1Cl,2,6,0.9,10,27,2,1,-2,9
CC1CCCN(C(=O)c2ccc(COc3ccccc3Br)cc2)C1 (stereo unspecified),-12,-3,3.8,-15,-7,-9,-5,6,12
CS(=O)(=O)N(CCC#N)Cc1ccc(C=O)o1,-4,2,-1.1,-15,0,-20,0,2,2
CCOc1ccc(NC(=O)/C(C#N)=C/c2ccc(N3CCCC3)c(C)c2)cc1,-2,2,-1.6,8,-8,-22,4,6,14
CC(c1ccccc1)n1cc(C(=O)NCCCn2ccnc2)nn1 (stereo unspecified),-9,-1[fluorescence artefact?],-2.6,17,16&-3,21,5,-3,12&4
COc1ccc(N2CCN(Cc3nc4c(c(=O)[nH]c(=O)n4C)n3CCCc3ccccc3)CC2)cc1,-4,11,-1.1,5,47,-14,-4,8,4
CN(C)S(=O)(=O)c1cccc(C(=O)OCC(=O)Nc2sccc2C(N)=O)c1,-16,4,-0.8,21,-54,5,3,-3,10
CCN(CCNC(=O)C1CCCN(Cc2nc(-c3ccc(OC)cc3)oc2C)C1)c1ccccc1 (stereo unspecified),11,6,-0.1,11,-64,5,-7,12,4
CCOc1cc(C2/C(=C(/O)c3ccc(OC(C)C)cc3)C(=O)C(=O)N2CCCOC)ccc1O (stereo unspecified),-66,-1,-2.7,2,12,7,2,-7,17
COc1ccc([C@H]2[C@H](C(=O)C(C)(C)C)N3N=Cc4ccccc4C3[C@]23N=C(c2ccccc2)OC3=O)cc1 (stereo partly specified),-2,7,0.5,6,4,13,1,27*,7
COc1ccc2c(c1)c1nc3ccccc3nc1n2Cc1ccc(OC(C)C)c(OC)c1,-7,3,0.1,2,29,1,6,1,4
CCC(=O)NC(Nc1sc2c(c1C(=O)OC)CCC2)C(Cl)(Cl)Cl (stereo unspecified),-25,5[fluorescence artefact?],2.6,13,52,5,-5,-5,2
COc1ccc(C(=O)N/N=C/c2ccc3cccc(OCc4ccccc4)c3n2)cc1,-3,5,-2.3,-72,3,-78,4,13,12
COc1ccc(Cc2nnc(Nc3c(C)cccc3C)o2)cc1OC,2,-3,-0.3,-9,-26,-31,-1,nt,6
CCn1cc(S(=O)(=O)c2ccc(C)cc2)[nH]c1=O,10,7,-1.4,8,15,-1,1,-6,3
CCOC(=O)c1[nH]c2ccc(Br)cc2c1NC(=O)CCN1CCN(C(=O)OCC)CC1,9,-4[fluorescence artefact?],-1.5,2,-10,-7,3,-8,17
O=[N+]([O-])c1cc(-c2ccc(C(=S)N3CCOCC3)o2)ccc1Cl,8,8,1.3,-8,-10,-8,-2,6,11
Cc1cccc(N2CCN(C(=O)COc3cccc4c3OC(C)(C)C4)CC2)c1C,-6,0[fluorescence artefact?],0.3,6,7,-9,-5,1,10
Cc1cc(=O)oc2cc(OCC(=O)OCc3nnc(-c4ccccc4)o3)ccc12,8,-4,-0.5,21,4,25,3,-11,7
CCc1ccc(C2=NN(CCC(=O)NC(C)c3ccc4c(c3)OCCO4)C(=O)CC2)cc1 (stereo unspecified),6,2,-0.4,-3,10,-21,-1,5,3
CCN(CC)CCCN1C(=O)C(O)=C(C(=O)c2ccco2)C1c1ccc(OC(C)C)cc1 (stereo unspecified),-1,-5,0.6,1,2,7,7,-4,8
C=CCOc1ccc(CNc2ccc(NC(=O)CCC)cc2)cc1OCC,-27,7,1.6,-3,9,6,-4,-5,4
COC(=O)c1ccc(C2/C(=C(\O)c3cccc(OC)c3)C(=O)C(=O)N2CCCN2CCOCC2)cc1 (stereo unspecified),-6,-1,-0.4,-7,-10,-22,2,0,4
COc1ccc(C(=O)N/N=C(/C)c2ccc(N3CCCCC3)cc2)cc1,-2,-6,1.4,15,-18,12,1,-1,13
O=C1C=C(c2ccc(Cl)cc2)OC2(CCCC2)O1,-5,10,-1.0,9,-5,16,3,1,13
O=C(CSc1nccn1-c1ccc(Cl)cc1)NCc1ccc2c(c1)OCO2,-2,1,0.0,-7,2,-9,-3,6,10
O=C(Cn1cncn1)N/N=C/c1c2ccccc2cc2ccccc12,-25,-1[fluorescence artefact?],0.1,2,-3,6,7,-3,12
O=C(Oc1ccc2c(=O)c(Cl)coc2c1)c1cccnc1,-55,0,-3.9,-8,-23&-2,6,3,6,10&14
COc1cc(OC)cc(C(=O)Nc2ccc(CN3CCCCC3)cc2)c1,-17,1,0.1,-16,-30,0,-4,0,12
Cn1c(CC(=O)Nc2ccc(Cl)c(Cl)c2)n[nH]c1=S,1,-6,-1.9,3,3,2,1,0,5
COc1ccc(CN(C(=O)c2ccco2)c2ccc(C)cc2)cc1OC,-17,-1,4.7,2,35,-2,-1,2,8
COc1ccc(S(=O)(=O)N2CCCC2C(=O)n2nc(C)cc2C)cc1 (stereo unspecified),-26,6,-1.7,-14,-10,-3,2,0,3
O=C(O)CCCCC1SCC2NC(=O)NC21 (stereo unspecified),-7&7,2&2,-0.2&-1.9,7&4,-9&9&14,5&-5,-1&3,-1,14&11
O=C(CSc1cccc[n+]1[O-])N1CCCCCC1,5,-1,-0.8,5,14,2,9,-4,7
COC(OC)c1ccnc(-c2ccc(OC(=O)c3cccs3)cc2)n1,-8,1,-0.2,14,27,13,-1,2,2
O=C(O)CCc1nn2c3ccccc3n(CCO)c2nc1=O,0,-1,-0.4,6,8,6,5,-5,10
COc1ccc(NS(=O)(=O)c2cc(NC(=O)c3cccs3)ccc2N2CCOCC2)cc1,-15,4,-0.2,-7,-28,-5,2,-5,4
CCOC(=O)c1c(C)nc(-c2ccccc2)nc1NC(=O)CC,-20,0,2.2,-2,-19,1,3,14,14
CC(=O)Nc1ccc(NC(=O)Cn2ccc([N+](=O)[O-])n2)cc1,-2,4,0.5,4,17,19,5,-4,0
Cc1cc(Cl)ccc1C(=O)C1CCCN(C(=O)/C=C/c2cnn(C)c2)C1 (stereo unspecified),6,5,0.2,-9,9,-3,2,6,14
C=CCCCCCCCCC(=O)NNC1=CC(=O)CC(C)(C)C1,-8,-5[fluorescence artefact?],0.7,11,-13,13,-3,5,7
COC(=O)COc1ccc(S(=O)(=O)Nc2ccc(NC(C)=O)cc2)cc1,-4,5,0.2,1,2,-13,3,-4,10
O=C(NCCCCc1ccccc1)C12CN(Cc3ccccc3)CC1C(c1cccc([N+](=O)[O-])c1)=NO2 (stereo unspecified),-14,-6,0.4,-8,17,11,0,2,13
Cc1ccc(NC(=O)C2CC(c3ccc(F)cc3)=NO2)cc1 (stereo unspecified),-3,8,0.7,-12,31,1,2,9,12
CCOc1ccc(N2C(=O)C3Sc4[nH]c(=O)sc4C(c4ccc(OC)c(OC)c4)C3C2=O)cc1 (stereo unspecified),-39,6,3.0,7,12,18,1,nt,5
COc1ccc(-n2nnnc2SCc2nc3ccccc3s2)cc1,-6,-13,0.1,-5,-45,-27,-2,3,13
O=C(COC(=O)CC(c1ccccc1)c1ccccc1)Nc1cccc(F)c1,-13,8[fluorescence artefact?],-0.9,-18,10,-2,-3,13,2
CCn1cc([N+](=O)[O-])c(C(=O)N2CCOCC2)n1,-11,18,0.6,-8,19,5,1,1,5
CC(=O)N1CCN(c2ccc(NCc3ccc(C)cc3)cc2)CC1,-9,-1,0.8,20,-16,14,5,0,9
Cc1ccc(/C(N)=N/OC(=O)CCc2ccccc2)cc1,-6,-1,-0.3,-1,4,-4,0,3,8
O=C(Nc1cccc(Cl)c1)OCc1ccccn1,-5,-6,0.5,4,5,0,-3,-1,1
CC(C)CCn1c(SCC(=O)OCn2nnc3ccccc3c2=O)nc2ccccc2c1=O,-29,-6,0.7,-6,3,1,-2,-4,7
CCC1CCC2(CC1)NC(=O)N(CC(=O)Nc1cc(C)on1)C2=O (stereo unspecified),-4,-3,0.6,9,3,-10,-2,6,5

# Reprinted from the part before: 5 entries, followed by the next part.
SMILES,S1P4 antagonist,eIF4E-4G inh,S1P4 ag,NPY2 pot ag,EP2 mod,NPY1 pot ag,p97 inhibitor,NPY-Y1 antag,EP2 antag
CC(=O)N1CCN(c2ccc(NCc3ccc(C)cc3)cc2)CC1,-9,-1,0.8,20,-16,14,5,0,9
Cc1ccc(/C(N)=N/OC(=O)CCc2ccccc2)cc1,-6,-1,-0.3,-1,4,-4,0,3,8
O=C(Nc1cccc(Cl)c1)OCc1ccccn1,-5,-6,0.5,4,5,0,-3,-1,1
CC(C)CCn1c(SCC(=O)OCn2nnc3ccccc3c2=O)nc2ccccc2c1=O,-29,-6,0.7,-6,3,1,-2,-4,7
CCC1CCC2(CC1)NC(=O)N(CC(=O)Nc1cc(C)on1)C2=O (stereo unspecified),-4,-3,0.6,9,3,-10,-2,6,5
Cc1c(O)c(CN2CCCC2)cc2c1oc(=O)c1ccccc12,8,-6,-0.6,57*,-11,65*,7,-17,6
CC1(C)C(=O)OC(c2ccco2)C(C)(C)C1=O (stereo unspecified),-6,-6,0.4,3,4,-7,0,0,12
Cc1ccc(OCC(=O)OC(C)CN(C)Cc2ccccc2)cc1 (stereo unspecified),-1,4,2.4,-1,24,-18,2,5,8
COc1ccc(Oc2ccccc2C=O)cc1,-16,6,0.6,2,37,8,0,-15,-3
Cc1cc(NC(=O)c2ccc(NC(=O)C(C)C)cc2)no1,8,-2,-0.8,0,-12,-17,-2,1,9
CC(C)n1nnc2ccccc2c1=O,-15,-3,0.6,1,11,0,0,2,2
Clc1ccc(OCCCCSc2ncccn2)cc1,-6,1,-2.7,-21,-2,-20,-4,7,6
COc1ccc(-c2nc(C#N)c(NCCCN(C)C)o2)cc1OC,-5,9,0.3,4,-4,-9,2,1,9
COc1ccc(S(=O)(=O)Nc2ccc(NC(C)=O)cc2)cc1,1,-5,-5.4,1,0,-20,-2,-2,5
Cc1cc(C)n(-c2cccc(C(=O)O)c2)n1,-27,4,2.5,-10,10,-6,5,2,11
CCOc1ccc(C2/C(=C(\O)c3ccc(OC)c(OC)c3)C(=O)C(=O)N2c2cc(C)on2)cc1OC (stereo unspecified),-7,-1,-0.3,-3,31,-13,-5,3,15

# Screens deposited in PubChem BioAssay by several laboratories.
